# rCAG RNA binder: molecules binding r(CAG) RNA repeats; 370,000 tested, 1.3% active; inhibition, % at 3 µM; r(CAG) RNA repeat, TO-PRO-1 dye displacement fluorescence;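 active = inhibition above the plate cutoff, the mean of all test compounds on that plate plus 3 SD, cut at about 35% in these data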;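 also: 0% = DMSO alone and 100% = 100 µM mitoxantrone as full dye displacement; higher means more dye released from RNA so lower well fluorescence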
# PRMT1 inh: blocks human protein arginine methyltransferase 1 | Q99873 | recombinant PRMT1, activity-based probe fluorescence polarization | inhibition, % at 2.79 µM | 370,000 tested, 1.3% active | AID 652257;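 active = inhibition above about 21% made by adding two undisclosed values, limit read from the data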
# Target sequence (Q99873 whole entry, looked up): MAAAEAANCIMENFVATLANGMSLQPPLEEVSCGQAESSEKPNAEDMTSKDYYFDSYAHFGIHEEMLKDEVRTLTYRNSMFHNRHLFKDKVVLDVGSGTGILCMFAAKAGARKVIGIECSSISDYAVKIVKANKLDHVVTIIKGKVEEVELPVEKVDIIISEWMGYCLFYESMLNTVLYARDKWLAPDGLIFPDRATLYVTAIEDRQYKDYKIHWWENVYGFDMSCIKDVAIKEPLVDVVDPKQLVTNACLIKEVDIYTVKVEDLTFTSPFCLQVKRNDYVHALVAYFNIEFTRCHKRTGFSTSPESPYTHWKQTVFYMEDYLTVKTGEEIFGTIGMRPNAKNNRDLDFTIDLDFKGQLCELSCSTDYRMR
# ABHD4 inh: ABHD4 (mouse) inhibition, primary FP screen; Q8VD66; purified mABHD4, FP-Rh probe fluorescence polarization; inhibition, % at 8.92 µM; 370,000 tested, 0.54% active; AID 720543;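 active = inhibition exceeding the mean over every tested compound plus 3 SD, cut at about 30% in these data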;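 also: 0% = plate median of compound wells and 100% = S159A mutant with DMSO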
#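 Material: mouse ABHD4 enzyme, wild type; Benchmarks: S159A mutant high control, sample median low control; Buffer or medium: HEPES pH 7.0, NaCl, Pluronic buffer; Signal: fluorescence polarization; Read-out: percent inhibition of probe binding, normalized to plate controls; Timing: pre-incubation 45 min, probe exposure 60 min, at 25 °C; Dosing: 8.92 µM, single dose.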
# TCR CD3 inh: inhibitors of human TCR-CD3 interaction; TAMRA-labeled TCR probe fluorescence, biochemical; inhibition, % at 9.4 µM; 360,000 tested, 0.37% active; in the data active = inhibition above about 19%;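 also: recombinant mutant TCR 2C K166C tagged with TAMRA read by polarization; 0% = receptor in buffer alone and 100% = receptor with positive control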
# MBD2 DNA inh: blocks human MBD2 binding to methylated DNA | 370,000 tested, 0.31% active | inhibition, % at 4.4 µM | TR-FRET, MBD2 binding to methylated oligonucleotide | Q9UBB5 | AID 686964; in the data active = inhibition above about 13%
# Target sequence (Q9UBB5 whole entry, looked up): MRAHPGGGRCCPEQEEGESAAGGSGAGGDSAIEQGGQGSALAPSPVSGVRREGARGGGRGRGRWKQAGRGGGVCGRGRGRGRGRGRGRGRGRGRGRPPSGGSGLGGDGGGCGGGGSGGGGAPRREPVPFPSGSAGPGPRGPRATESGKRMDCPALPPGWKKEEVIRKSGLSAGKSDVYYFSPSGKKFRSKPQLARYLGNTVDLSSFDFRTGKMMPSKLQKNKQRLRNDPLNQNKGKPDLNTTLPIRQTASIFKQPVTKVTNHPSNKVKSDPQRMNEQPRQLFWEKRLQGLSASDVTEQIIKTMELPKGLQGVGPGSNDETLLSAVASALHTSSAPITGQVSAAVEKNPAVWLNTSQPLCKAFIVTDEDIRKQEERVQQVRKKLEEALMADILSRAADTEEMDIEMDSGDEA
# UHRF1 MBD2 ctr: blocks human UHRF1 binding to methylated DNA. Q96T88. UHRF1 binding to methylated oligo, TR-FRET. inhibition, % at 4.4 µM. 370,000 tested, 0.75% active. AID 687016; in the data active = inhibition above about 21%;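 also: UHRF1 SRA domain binding a hemimethylated CpG hairpin DNA probe; 0% = median of test compound wells and 100% = reference inhibitor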
# SIAE primary: blocks human sialic acid acetylesterase. Q9HAT2. SIAE FP-Rh probe binding, fluorescence polarization. inhibition, % at 9.66 µM. 370,000 tested, 0.69% active;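 active = inhibition above a cutoff: mean of compounds within the control limits plus 3 SD of those, cut at about 17% in these data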;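 also: 0% = plate median of compound wells and 100% = probe without SIAE protein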
# HTRA1 inh: blocks human HTRA1 serine peptidase. inhibition, % at 5.96 µM. recombinant HTRA1, FP-rhodamine activity-based probe, fluorescence polarization. Q92743. 340,000 tested, 0.5% active; in the data active = inhibition above about 36%;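 also: 0% = enzyme with DMSO and 100% = wells lacking enzyme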
# GC-B act: GC-B (human) receptor activation. HEK293-GC-B cells, CNP EC30, cGMP TR-FRET; 0% at EC30 CNP, 100% saturating CNP. activation, % at 10 µM. 370,000 tested, 0.11% active. AID 1920062;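 active = activation at 10 µM reaching about 35% in either raw or pattern-adjusted values, limit read from the data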
# NPR1 activator: GC-A (human) enzyme activation. P16066. HEK293 GC-A cells, cGMP TR-FRET, EC30 ANP; 0% at EC30 ANP, 100% saturating ANP. activation, % at 10 µM. 370,000 tested, 0.14% active. AID 1671463; in the data active = activation above about 40%
# * hit, by the source's call; i = inactive; / = no result given. An excerpt, so the mix of outcomes need not match the whole.
SMILES,rCAG RNA binder,PRMT1 inh,ABHD4 inh,TCR CD3 inh,MBD2 DNA inh,UHRF1 MBD2 ctr,SIAE primary,HTRA1 inh,GC-B act,NPR1 activator
O=C(Nc1ccc(Oc2ccc(NC(=O)Nc3ccc([N+](=O)[O-])cc3)cc2)cc1)Nc1ccc([N+](=O)[O-])cc1,3,3,7,-6,0,2,0,3,3,-13
O=S(=O)(Nc1ccccc1N1CCCCC1)c1ccc(F)cc1,-1,-1,-7,1,0,0,3,/,2,0
Cc1ccc2c(Cl)c(C(=O)NC3CC3)sc2c1,-1,0,3,-4,-2,1,0,-3,1,-2
CC(=O)Nc1sc(N/N=C/c2ccc(N(C)C)cc2)nc1-c1ccc(C)cc1,9,-2,11,10,-4,-5,9,/,1,-4
COc1ccc(C2CC(c3ccc(Cl)cc3)=NN2C(C)=O)cc1 (stereo not given),-5,2,-5,-7,2,5,-4,-9,10,4
Cc1cc2c(cc1C)-c1nnnn1C(N1CCCC1)C(=O)N2 (stereo not given),3,0,0,4,0,0,-7,/,6,3
COCc1cccc(-c2csc(C(O)c3ccccc3)n2)c1 (stereo not given),0,-1,6,0,4,0,-1,/,2,6
CC(=O)Nc1ccc(NC(=O)CSc2nnc(-c3ccccc3)n2Cc2ccc3c(c2)OCO3)cc1,1,3,4,6,-1,5,1,-4,11,2
O=C1c2cccc3c(O)ccc(c23)C(=O)N1Cc1ccccc1,i,174*,75*,59*,-28,-52,42*,66*,2,12
Cc1cccc(CN2CCN([C@@H]3CS(=O)(=O)N[C@H]3COCc3ccccc3)CC2)c1,0,-2,3,-1,0,-1,0,/,-7,-5
O=C(Nc1ccc(O)c2c(=O)cc(-c3cccc(Cl)c3)oc12)c1ccc(F)cc1,4,0,-4,0,3,0,-3,-2,-4,-1
Cc1c(C(=O)NCc2ccccn2)oc2ccc(Br)cc12,-3,4,-3,2,-4,-3,3,-10,-31,-10
CC1=NOC(=O)/C1=C/c1ccc(N(C)C)cc1,-31,-13,-7,6,-13,-13,-13,/,-3,9
CC(C)NC(=O)c1ccc(OC2CSC2)cc1,1,0,5,1,2,2,-3,-3,3,-1
CC(=O)O[C@H]1[C@@H](O)[C@H](O)[C@H](Oc2c(O)c(C)c3c4c2[C@@H](C)CC[C@@H]4[C@@H](C)C[C@H]3C=C(C)C)O[C@H]1C,9,6,-8,5,-4,-1,7,-17,2,-1
C=CCn1cccc(C(=O)Nc2ccc(Cl)cc2)c1=O,-3,-4,-7,8,5,14,1,-9,-7,22
CCCCSc1nc2c(c(=O)[nH]c(=O)n2C)n1CCc1ccccc1,0,-3,1,4,-5,1,-3,-1,-3,-8
CC(=O)NCC(=O)OCN1C(=O)c2ccccc2C1=O,0,0,-1,-10,-2,3,2,-1,-3,-2
COc1ccc(N(CC(=O)NCC2CCCO2)C(=O)CCC(=O)Nc2nccs2)c(OC)c1 (stereo not given),-4,-1,3,-1,-1,0,11,3,1,5
COc1cccc(C(=O)NCCN2CCN(c3ccccc3)CC2)c1,0,-2,6,3,1,0,-10,9,2,1
Cc1ccc(N2C(=O)N(C(C)C)C(C)(C)CC2(C)O)cc1 (stereo not given),-9,-1,-3,3,2,-3,-1,2,-1,1
Cc1cc(C)nc(SCCS(=O)Cc2ccc(Cl)cc2)n1 (stereo not given),0,7,0,-4,-3,1,-10,-3,-6,-9
CCOC(=O)C1=C(N)n2c(s/c(=C\c3cccnc3)c2=O)=C(C(=O)OC)C1c1cccnc1 (stereo not given),-2,3,2,5,-6,-3,3,5,-5,-3
COC(=O)COc1cccc2c(=O)n(CC(=O)NCc3ccccc3)ccc12,0,-6,-1,10,4,-1,3,5,-1,-2
NS(=O)(=O)c1cccc(NC(=O)COC(=O)c2ccccc2C(=O)c2ccccc2)c1,6,2,-5,-3,-3,-1,-3,1,3,3
O=C(c1ccc(C#CC2(O)CCCCC2)cc1)N1CCN(C(c2ccccc2)c2ccccc2)CC1,13,5,-28,-12,7,3,-14,-82,0,-1
O=S(=O)(c1ccc(Br)cc1)N1CCN(c2ccccc2)CC1,-3,3,-8,-2,-1,4,-8,8,-4,-7
CCNC(=S)Nc1ccc(C)c(Cl)c1,2,-2,-2,2,1,25*,-7,1,2,4
CC1CN(C2CCN(C(=O)c3ccccc3)CC2)CC(C)O1 (stereo not given),-3,3,5,1,2,3,4,-2,5,-3
CC(=O)c1ccc(-c2ccc(-c3cc(=O)oc4c(C(C)C)ccc(C)c34)cc2)cc1,7,-1,-9,5,-2,1,-3,-27,3,-2
Cc1ccsc1C(=O)NNC(=O)c1ccc(NS(=O)(=O)c2cccs2)cc1,7,0,7,8,-1,-5,0,2,-5,2
CCN1/C(=C/C=C/C=C/C=C/c2sc3ccccc3[n+]2CC)Sc2ccccc21,6,53*,-22,-10,1,-12,-35,7,4,4
COC(=O)c1ccc(NC(=O)CN2CCN(c3ccccn3)CC2)cc1,-4,-3,-7,-9,-5,1,-7,-2,-2,0
CC(C)OC(=O)c1cc2c(ccn2C)n1CC(=O)N(Cc1ccccc1)c1ccccc1,-5,3,10,4,-3,-3,19*,-17,-12,-18
CCOc1ccc(C2C=C(c3ccccc3)Nc3nnnn32)cc1 (stereo not given),1,2,-6,-1,4,1,-6,-21,-5,10
CCNc1nc(ON=C(C)C)nc(N(C)C)n1,-1,-2,0,11,-5,-1,3,6,-2,-2

# Part of the list above in order of formula weight, smallest number first.
SMILES,rCAG RNA binder,PRMT1 inh,ABHD4 inh,TCR CD3 inh,MBD2 DNA inh,UHRF1 MBD2 ctr,SIAE primary,HTRA1 inh,GC-B act,NPR1 activator
COC(=O)c1ccc(NC(=O)CN2CCN(c3ccccn3)CC2)cc1,-4,-3,-7,-9,-5,1,-7,-2,-2,0
Cc1ccsc1C(=O)NNC(=O)c1ccc(NS(=O)(=O)c2cccs2)cc1,7,0,7,8,-1,-5,0,2,-5,2
CC(C)OC(=O)c1cc2c(ccn2C)n1CC(=O)N(Cc1ccccc1)c1ccccc1,-5,3,10,4,-3,-3,19*,-17,-12,-18
NS(=O)(=O)c1cccc(NC(=O)COC(=O)c2ccccc2C(=O)c2ccccc2)c1,6,2,-5,-3,-3,-1,-3,1,3,3
O=C(c1ccc(C#CC2(O)CCCCC2)cc1)N1CCN(C(c2ccccc2)c2ccccc2)CC1,13,5,-28,-12,7,3,-14,-82,0,-1

# (listing goes on)
SMILES,rCAG RNA binder,PRMT1 inh,ABHD4 inh,TCR CD3 inh,MBD2 DNA inh,UHRF1 MBD2 ctr,SIAE primary,HTRA1 inh,GC-B act,NPR1 activator
COC(=O)c1ccc2c(=O)n(C3CCCCC3)c(SCC#N)nc2c1,1,-1,5,8,0,0,-4,1,13,4
CCNC(=S)NNC(=O)c1ccc(S(=O)(=O)NCc2ccco2)cc1,3,1,-4,3,0,1,7,8,3,4
COc1cc(NC(=O)C2CCCN(S(=O)(=O)c3ccc(Br)s3)C2)cc(OC)c1 (stereo not given),13,1,-27,/,0,1,-16,/,-10,-7
CC(=O)N1CCN(C(=O)c2cccc(S(=O)(=O)Nc3c(C)n(C)n(-c4ccccc4)c3=O)c2)CC1,0,3,-1,-1,0,0,-4,-6,3,0
CCCSc1nnc2n(N)c(=O)c3ccccc3n12,0,-4,2,1,-10,-4,13,-7,5,3
Cc1c(NS(=O)(=O)c2cc(C(=O)NC(C)c3ccccc3)ccc2Cl)c(=O)n(-c2ccccc2)n1C (stereo not given),6,4,2,8,3,4,4,-14,-6,-2
COc1ccc(CCNC(=O)CCCn2c(=O)c3cccn3c3cccnc32)c(OC)c1OC,-3,-1,2,7,1,-3,0,7,-3,4
Cc1ccc([N+](=O)[O-])c(NC2OC(CO)C(O)C2O)c1 (stereo not given),1,1,2,8,-5,1,-3,1,-3,2
CCOc1cc(CNCCSc2nnnn2C)cc(Br)c1OCc1ccc(F)cc1,-4,3,6,0,5,4,6,-17,-4,-10
Cn1nccc1C(=O)N1CCCC(C(=O)c2cccc3ccccc23)C1 (stereo not given),-6,-1,2,-5,1,-5,1,12,6,-1
COc1ccc(NS(=O)(=O)c2ccc(Oc3ncccn3)cc2)cc1,4,0,-6,6,3,0,-3,1,7,4
CC(C)C(=O)Nc1nnc(SCc2cccc(F)c2)s1,-2,0,-2,1,-1,4,-7,0,-1,2
COc1cccc(Oc2ncnc(N)c2[N+](=O)[O-])c1,2,3,5,2,-1,2,2,4,0,3
C[C@H]1CN([C@@H](C)CO)C(=O)c2cccc(NC(=O)c3ccc(-c4nccs4)cc3)c2O[C@@H]1CN(C)C(=O)NC1CCCCC1,-2,0,0,-5,-2,-3,0,-8,1,-2
CCc1nnc(NS(=O)(=O)c2ccc(N)cc2)s1,2,10,-8,7,7,4,2,2,2,2
COc1cc(/C=N/NS(=O)(=O)c2ccc(C(C)(C)C)cc2)cc([N+](=O)[O-])c1O,25,9,9,0,-1,0,4,3,3,-3
CCC(C)(C)NC(=O)C(c1ccc(O)cc1)N(C(=O)Cn1nnc2ccccc21)c1ccc(NC(C)=O)cc1 (stereo not given),13,-2,-2,2,3,1,-2,4,2,4
COC(=O)c1ccc(NC(=O)c2cccc(OC)c2)cc1,-6,0,-2,3,5,-2,-3,-14,1,1
CCOc1cccc(N2C(=O)CC(N3CCC(C(N)=O)(N4CCCCC4)CC3)C2=O)c1 (stereo not given),2,40*,-5,5,-6,0,0,-2,4,2
O=C(N1CCOCC1)N1CC[C@H]2[C@H](CCCN2Cc2ccccc2)C1,0,1,-2,/,2,1,0,/,3,7
COC(=O)C1=C(C)N(Cc2ccc(C(F)(F)F)cc2)C(=NCc2ccccc2C(F)(F)F)NC1c1ccc(Cl)cc1 (stereo not given),5,5,5,-4,-3,1,-6,/,-5,-7
CCC(C)N1CCC2(CC1)N=c1c(c3c4c5c(C)c(O)c3c(O)c1=NC(=O)C(C)=CC=C[C@H](C)[C@H](O)[C@@H](C)[C@@H](O)[C@@H](C)[C@H](OC(C)=O)[C@H](C)[C@@H](OC)C=CO[C@@](C)(O5)C4=O)N2 (stereo not given in full),8,-6,7,1,-10,-14,1,16,3,-3
Cc1cc(F)ccc1NS(=O)(=O)c1c(C)nc2scc(C)n2c1=O,-3,1,-3,2,1,2,-3,-2,-3,-2
CCCCNS(=O)(=O)C1CCS(=O)(=O)C1 (stereo not given),1,0,-3,2,0,-2,5,2,7,2
CCOc1cc(S(=O)(=O)n2cc(-c3ccc(F)cc3)c(N)n2)cc(OCC)c1OCC,3,0,49*,7,-5,-5,-2,-36,9,-2
Clc1ccc2oc(SCc3cccnc3)nc2c1,11,-1,-7,1,-1,1,1,1,-2,2
O=C(c1ccc(Cl)c(S(=O)(=O)N2CCCCC2)c1)N1CCCC(C(F)(F)F)C1 (stereo not given),-1,0,-3,5,0,-3,8,2,-8,1
O=S1(=O)CC2c3ccc(F)cc3CN2CN1CCc1ccccc1 (stereo not given),6,2,-6,/,-1,-8,5,/,-5,-3
COc1ccc(CN(CC(=O)NCC2CCCO2)C(=O)CCC(=O)Nc2cc(C)on2)cc1 (stereo not given),-3,-2,-11,0,-11,-4,1,-1,8,0
Oc1[nH]c(=S)sc1C=C1N=c2ccccc2=N1,10,9,-18,0,-2,-4,-12,/,1,0
CCCC[C@H]1C2CC(OC(=O)Nc3cccc(Br)c3)C(C2)[C@H]2CCCCN21 (stereo not given in full),5,1,1,/,-1,-1,-4,/,-8,-9
O=C(O)c1ccccc1NCCO,-1,0,-1,9,1,3,-2,1,7,-2
CC(Oc1ccc(Cl)cc1)C(=O)N1CCCc2ccccc21 (stereo not given),-10,3,5,-7,-1,4,3,-6,-9,-14

# Source: PubChem
